Screening results as filed in PubChem.
yeast cln2 rad14 – NCI yeast anticancer drug screen, S. cerevisiae cln2 rad14 strain | % growth inhibition at 50 µM | actives 8.3% (n = 78,000) | AID 165;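 note: 0% = growth of vehicle-only cultures of the same strain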
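Readout is yeast growth inhibition versus vehicle-treated controls, using a strain with cln2 and rad14 alterations exposed to compound.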
mlh1 rad18 – NCI yeast anticancer drug screen, S. cerevisiae mlh1 rad18 strain. growth inhibition, % at 50 µM. actives 11% (n = 79,000);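 note: 0% = growth of vehicle-only cultures of the same strain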
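Steps: expose repair-defective yeast to compound; measure growth; express inhibition against vehicle-treated controls.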
bub3 – NCI yeast anticancer drug screen, S. cerevisiae bub3 mutant strain; % growth inhibition at 50 µM; actives 9.9% (n = 78,000); AID 167;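 note: 0% = growth of vehicle-only cultures of the same strain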
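In this screen, a yeast mutant lacking normal mitotic checkpoint function is challenged with compound. Relative growth versus vehicle gives the inhibition value.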
yeast rad50 – NCI yeast anticancer drug screen, S. cerevisiae rad50 strain; growth inhibition, % at 50 µM; actives 10% (n = 79,000); AID 155;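 note: 0% = growth of vehicle-only cultures of the same strain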
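Cells are treated with compound, grown, and their growth is then scored against vehicle-only cultures of the same repair-deficient yeast strain.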
yeast sgs1 mgt1 – NCI yeast anticancer drug screen, S. cerevisiae sgs1 mgt1 strain. actives 10% (n = 78,000). growth inhibition, % at 50 µM;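 note: 0% = growth of vehicle-only cultures of the same strain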
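This yeast growth screen uses a strain with defined DNA-repair lesions; compound-treated growth is compared with vehicle-treated growth.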
yeast mec2-1 – NCI yeast anticancer drug screen, S. cerevisiae mec2-1 strain. growth inhibition, % at 50 µM. actives 9% (n = 79,000);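 note: 0% = growth of vehicle-only cultures of the same strain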
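Compounds were applied to mec2-1 yeast cells. Their growth was then compared with that of vehicle-treated cultures to give growth inhibition.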
Starred values were filed as active, the others as inactive; / = not tested or not shown; & = joins results of further samples; ! = repeats disagree. Cut-off read from the data, not from the text of the source: active = growth inhibition above about 70%; inactive = the rest.

SMILES	yeast cln2 rad14	mlh1 rad18	bub3	yeast rad50	yeast sgs1 mgt1	yeast mec2-1
CN1CCC/C1=N\c1ncn[nH]1	-65	-3	-8	3	-4	-21
Cc1cccc(/C(Br)=C2/OC(=O)c3ccccc32)c1	-15	3	21	4	-3	-30
COc1c(OC)c(C(C)C)c2c(c1C(=O)O)C(=O)OC2=O	-15	-8	-8	-6	11	11
N#Cc1ccc(OCCCCCOc2ccc([N+](=O)[O-])cc2)cc1	13	4	14	19	9	12
c1ccc(-c2c(-c3ccc4c(c3)OCO4)c(-c3ccc4c(c3)OCO4)c(-c3ccccc3)c3ccccc23)cc1	28	23	-2	32	20	21
CC12CC3(C)CC(C)(C1)CC(C(Cl)C(=O)NC1CCCCC1)(C2)C3 (stereo not given)	1	9	11	26	-3	-6
CC(=O)N(C)c1ccccc1C	-26	-11	-20	-17	-11	-10
CCOC(=O)CC(=O)CC(=O)OCC	6	7	23	36	-7	3
N#Cc1cnn(-c2cccc(Cl)c2)c1-n1cccc1	62	59	66	62	61	28
c1ccc(CCCCc2ccc(CCCCc3ccccc3)cc2)cc1	-6	6	-2	12	-2	-4
ON1CCc2c([nH]c3ccccc23)C1c1ccc(Cl)cc1 (stereo not given)	56	79*	40	54	85*	34
COC1=C(C(C2=C(OC)CC(C)(C)CC2=O)c2ccc3c(c2)OCO3)C(=O)CC(C)(C)C1	0	12	-1	32	-9	8
NNC(=O)c1ccccc1O	-12	62	13	36	16	14
C[Si]1(C)CN(CCN)C[Si](C)(C)O1	45&-20	63&-1	68&-4	56&-4	76*!	49&4
O=C1CSC(=S)N1c1ccc(F)c(F)c1	86*	96*	96*	97*	97*	97*
CN(Cc1nc2c(N)nc(N)nc2nc1N)c1ccc(C(=O)NC(CCC(=O)O)C(=O)O)cc1 (stereo not given)	-7	-26	-2	8	22	42
CC(COc1ccccc1)OC(=O)CCl (stereo not given)	-17	28	-16	1	-7	6
CCOC(=O)/N=N/C(C)(C)OC(C)=O	-40	-21	-20	-10	-8	9
CCOC(=O)N(NC(=O)NC(C)C)c1ccccc1	-12	-31	-37	12	-25	-53
O=C1C=C(c2ccccc2)C(=O)O1	-37	-30	-20	23	21	-8
NCCSSCCCCSSCCN	-43	-2	-1	-9	-14	-1
O=C1NC(=O)/C(=C\c2ccncc2)N1	9	-57	-20	29	0	-8
CCC(=O)C(c1ccccc1)c1ccccc1	-6	4	-2	-4	-15	-4
N#C/C(=C/c1ccc(O)c(O)c1)C(N)=O	/	17	/	24	/	-4
NC(=S)N/N=C/c1ccc(Cl)cc1	13	47	23	48	41	24
NCCN.O=C([O-])CN1CCOCC1.[OH-].[Pt+4]	-18	-20	-14	9	-30	-5
CO/C=C/CCCNCc1ccccc1	10	1	6	-4	21	-27
CCCCCCCCCCCCCCC(O)C[N+](C)(CCO)CCO (stereo not given)	88*	89*	86*	87*	89*	88*
O=C1c2ccccc2S(=O)(=O)c2c1cccc2[N+](=O)[O-]	5	16	-5	14	4	-15
CC1=C(C(=O)O)N2C(=O)[C@@H](NC(=O)C(c3ccccc3)N3CSC(=S)N(C(C)C)C3)C2SC1 (stereo not given in full)	30	-15	-31	-6	-19	-2
CCCC(=O)N(C(=O)CCC)C1=C(Cl)C(=O)c2ccccc2C1=O	74*	87*	87*	30	75*	83*
CC1CCN(C(=O)c2cc(Nc3ccnc4cc(Cl)ccc34)ccc2O)CC1	-4	8	-4	-2	-7	-3
COc1cc(OC)c2cnc(Cl)cc2c1	-41	7	-3	15	-5	-9
COc1cc2c(cc1C(CC(C)=O)c1cc(OC)c(OC)c(OC)c1)OCO2 (stereo not given)	-5	-6	11	-12	-12	-10
CC(C)(C)OC(=O)CC(NC(=O)OCc1ccccc1)NC(=O)OC(C)(C)C (stereo not given)	-33	-33	-26	-19	-52	-66
COc1ccc(-c2nc3ccccc3[nH]2)cc1	-4	-3	-22	16	2	-3
COc1cnnc(OC)c1	4	8	0	1	-9	-10
NC(=O)N/N=C/C(Cc1ccccc1)=N/OCc1ccccc1	-18	-2	16	-7	0	-2
CC(C)Oc1ccc(CCOC(=O)Nc2cccc3ccccc23)cc1	7	10	4	0	2	1
C=CC[N+](C)(C)C	8	7	14	7	6	-28
O=c1[nH][nH]c(=O)c2ncccc12	-17&-2&0	19&3&1	-1&-7&-7	-14&4&0	-6&-5&-8	-21&3&4
CCCNc1nc(C)nc2[nH]c(Cc3ccccc3)c(C)c12	1	27	15	12	22	12
CS(=O)(=O)OC1C(O)C(O)OC(CO)C1O (stereo not given)	-50	8	6	-18	4	13
O=C(CSc1nnc(-c2ccc(N=Cc3ccc(Cl)cc3)cc2)o1)Nc1ccccc1	7	35	4	13	46	6
C[N+](C)(C)CCCCCCCCCCC(=O)N/N=C/c1ccc([N+](=O)[O-])o1	32	65	-4	10	49	4
Fc1ccc(CSC(=S)Nc2ccc(I)cc2)cc1	99*	99*	99*	99*	99*	99*
C=CC1(C)CCC(C(C)C(=O)C(C=C(C)C)OC(C)=O)C12C(=O)Oc1ccccc1C2=O (stereo not given)	-5	42	38	46	35	28
COc1cc(/C=C/C(=O)CC(=O)/C=C/c2ccc(O)c(OC)c2)ccc1O	84*	85*	84*	84*	88*	87*
CC(=O)/C(=C/N1C(=O)CC(=O)NC1=S)C(=O)Nc1ccccc1	4	-21	-18	-25	-40	-26
CC(C)C1=CC(=Nc2ccc(N(C)C)cc2)C=CC1=O	-29	-13	18	-1	10	6
Nc1cccc2nsnc12	30	-16	-5	3	-42	-37
CCCCCCCCCCCCCCCC/C(=C\c1ccc2ccccc2c1)[N+](=O)[O-]	-38	-10	-2	-29	-25	-11
N#CC1CC2CC1C1OC21 (stereo not given)	9	-6	-2	-15	-14	-10
CC(O)(C1=CCCCC1)C(C(=O)O)c1ccccc1 (stereo not given)	-38	-13	-3	4	6	-4
Cc1cccc(C(=O)OCCCl)c1	-29	5	5	16	8	-8
COc1ccc(C(=O)C(C(=O)C(=O)Nc2ccc(Cl)c(Cl)c2)c2ccc(OC)cc2)cc1 (stereo not given)	38	-17	9	-1	-34	11
CCNC(=O)N(C)Cc1ccc(Cl)cc1	-72	-5	-9	-4	-12	9
COC(=O)C#CC(=O)OC	10&18	50&22	74*!	-3&32	45&7	78*!
O=C1CCC2(C=Nc3ccccc32)C2Cc3ccccc3N12 (stereo not given)	4	-30	8	-27	-7	-12
Cc1ccc(S(=O)(=O)N(C)c2ccccc2)cc1	-25&1	10&-10	16&12	-4&-19	10&-1	-1&-51

Going on with the list.
SMILES	yeast cln2 rad14	mlh1 rad18	bub3	yeast rad50	yeast sgs1 mgt1	yeast mec2-1
CC(=O)Nc1ccc(S(=O)(=O)NC(=O)NCCC(C)C)cc1	-20	8	9	2	10	2
CC(=O)NC(N)=S	-3	-7	-3	2	-23	4
CCC[N+]1=C/c2ccccc2OC(=O)/C=C\1[O-]	-9	-1	6	-37	-14	-11
COc1nc(OC)nc(Sc2ccc(Sc3ccc(Sc4nc(OC)nc(OC)n4)cc3)cc2)n1	-25	-8	-15	-15	-13	-20
O=[N+]([O-])c1ccc(N=Nc2c(O)[nH]c3ccc(Br)cc23)cc1	11	15	-15	22	14	-20
Cc1ccc(S(=O)(=O)N2N=C(c3ccccc3)CC2c2ccccc2)cc1 (stereo not given)	81*	91*	82*	83*	88*	87*
CCOC(=O)C(=Cn1c(=S)[nH]c2ccc([N+](=O)[O-])cc21)C(=O)OCC	14	-40	-37	-36	1	-35
CC(=O)Nc1ccc(C#N)c2ccccc12	7	19	41	40	23	36
Cn1c2ccccc2c2cc3c(cc21)C(=O)OC3=O	42	18	21	17	2	10
COc1ccc(/C=N/O)cc1	-19	-18	1	-52	-23	6
CC1OC2=N[C@@H]1C(=O)N[C@@H](Cc1ccccc1)C1=N[C@H](C(=O)N[C@@H](Cc3ccccc3)C3=N[C@H](C(=O)N[C@H]2Cc2ccccc2)C(C)O3)C(C)O1 (stereo not given in full)	5	-18	-2	21	13	11
O=C1C(Br)=C(Br)C(=O)C2=C1C1c3ccccc3C2c2ccccc21	97*	98*	98*	99*	98*	98*
COc1cc2c(c(OC)c1OC)-c1ccc(NCc3ccccc3)c(=O)cc1[C@@H](NC(C)=O)CC2	74*	-54	68	49	68	81*
CC1(C)C(=O)N2c3ccccc3C3(CC(N4C(=O)c5ccccc5C4=O)C(=O)O3)C2N1C(=O)OCc1ccccc1 (stereo not given)	15	-13	14	26	9	14
COC(=O)/C=c1\sc2n(c1=O)CCCCN=2	-27	8	-2	-23	3	-11

In another format: six of the compounds above.
Screens in order – yeast cln2 rad14	mlh1 rad18	bub3	yeast rad50	yeast sgs1 mgt1	yeast mec2-1
> CCC[N+]1=C/c2ccccc2OC(=O)/C=C\1[O-]
 : -9	-1	6	-37	-14	-11
> COc1nc(OC)nc(Sc2ccc(Sc3ccc(Sc4nc(OC)nc(OC)n4)cc3)cc2)n1
 : -25	-8	-15	-15	-13	-20
> O=[N+]([O-])c1ccc(N=Nc2c(O)[nH]c3ccc(Br)cc23)cc1
 : 11	15	-15	22	14	-20
> Cc1ccc(S(=O)(=O)N2N=C(c3ccccc3)CC2c2ccccc2)cc1 (stereo not given)
 : 81*	91*	82*	83*	88*	87*
> CCOC(=O)C(=Cn1c(=S)[nH]c2ccc([N+](=O)[O-])cc21)C(=O)OCC
 : 14	-40	-37	-36	1	-35
> CC(=O)Nc1ccc(C#N)c2ccccc12
 : 7	19	41	40	23	36

(listing goes on)
SMILES	yeast cln2 rad14	mlh1 rad18	bub3	yeast rad50	yeast sgs1 mgt1	yeast mec2-1
C=C1CCC([N+](=O)[O-])[C@](C)(N=O)CC[C@@H]2C1CC2(C)C (stereo not given in full)	19	4	15	-3	-7	2
Cc1ccc(C)c2c1oc1ccccc12	-24	-13	-7	0	3	2
CCCCOc1ccc(OC(=O)Nc2cccc(C(C)=O)c2)cc1	-6	13	-10	8	8	11
COc1cc(OC)c(C2CC(C)(O)Oc3cc4c(cc32)OCO4)c(OC)c1 (stereo not given)	4	12	22	17	27	4
O=C(O)C(O)c1ccc(Cl)cc1Cl (stereo not given)	7	1	-19	1	11	-6
CCOC(=O)C(C(=O)CC(C)C)C(C)C (stereo not given)	-30	-6	3	-16	1	-25
COc1ccc2cc(C(C)C(O)c3cc(F)c(F)c(F)c3F)ccc2c1 (stereo not given)	0	-20	-1	-21	-11	-30
Clc1ccc(N[P+](c2ccccc2)(c2ccccc2)c2ccccc2)cc1.[Cl][Fe]([Cl])([Cl])[Cl]	5	18	6	39	45	12
CCSC1C(CO)OC(n2cnc3cncnc32)C1O (stereo not given)	-3	-11	4	-5	1	-5
CCC(=N\NC(=S)NCCN(CC)CC)/C(C)=N/NC(=S)NCCN(CC)CC	0	2	21	21	20	23
CCCC=NCCCC	-67	-24	-30	-17	-36	-8
CCCc1ccc(C)c(Br)c1	-10	3	1	26	1	16
O=C1CC2(CCc3ccccc32)C(=O)N1CCN1CCOCC1 (stereo not given)	5	28	8	19	31	4
O=c1[nH]c(=O)c2nc3ccccc3nc2[nH]1	-14&-27	1&13	-1&15	-19&18	-10&8	-13&-14
O=[N+]([O-])c1cc(Br)cc2cc(Cl)cnc12	18	43	41	-15	32	20

Compound profiles, as listed above. Order of values: yeast cln2 rad14 | mlh1 rad18 | bub3 | yeast rad50 | yeast sgs1 mgt1 | yeast mec2-1
Shown for Cc1ccc(C)c2c1oc1ccccc12 : -24 | -13 | -7 | 0 | 3 | 2
Shown for CCCc1ccc(C)c(Br)c1 : -10 | 3 | 1 | 26 | 1 | 16
Shown for CCCCOc1ccc(OC(=O)Nc2cccc(C(C)=O)c2)cc1 : -6 | 13 | -10 | 8 | 8 | 11
Shown for COc1cc(OC)c(C2CC(C)(O)Oc3cc4c(cc32)OCO4)c(OC)c1 (stereo not given) : 4 | 12 | 22 | 17 | 27 | 4
Shown for O=C(O)C(O)c1ccc(Cl)cc1Cl (stereo not given) : 7 | 1 | -19 | 1 | 11 | -6

Continuation:
SMILES	yeast cln2 rad14	mlh1 rad18	bub3	yeast rad50	yeast sgs1 mgt1	yeast mec2-1
COC(=O)C1=C(C)C(=O)[C@]23C(CCCC[C@H]12)C(=O)[C@H](C(=O)OC)C3C (stereo not given in full)	-21	16	-14	-20	-11	-31
CN(Cc1cnc2nc(N)nc(N)c2n1)c1ccc(C(=O)NC(CCC(=O)OCc2c(Cl)cccc2Cl)C(=O)OCc2c(Cl)cccc2Cl)cc1 (stereo not given)	36	24	22	17	28	9
COC(=O)Cc1cccc2c(=O)c(S(=O)(=O)NC(=O)Nc3ccc(Cl)cc3)c(-c3ccccc3)oc12	50	18	35	21	32	23
CC1=CC(C)(C)NC(=S)N1c1cccc2c(S(=O)(=O)O)cccc12	-32	6	5	5	-11	-21
[N-]=[N+]=Nc1nn2cnnc2c2[nH]c3ccccc3c12	-1	16	-15	46	4	1
Cc1c[nH]c2nc(C)n(-c3ccccc3F)c(=N)c12	-9	-1	-11	-8	-9	-3
COc1ccc2nc3cc(Cl)ccc3c(Nc3ccccc3-c3ccccc3Nc3c4ccc(Cl)cc4nc4ccc(OC)cc34)c2c1	18	-28	2	7	-18	-9
CC(C(=O)O)C(NC(=O)OCc1ccccc1)C(=O)O (stereo not given)	-14	-5	-6	9	-4	11
